Screening data: PubChem BioAssay, several laboratories
NSD2 inh: inhibitors of human histone methyltransferase NSD2; inhibition, % at 12.5 µM; AID 743445; 0.54% of 310,000 active; NSD2 peptide methylation, AlphaScreen, 120 min; in the data active means inhibition above about 50%
Target sequence (O96028 whole entry, looked up): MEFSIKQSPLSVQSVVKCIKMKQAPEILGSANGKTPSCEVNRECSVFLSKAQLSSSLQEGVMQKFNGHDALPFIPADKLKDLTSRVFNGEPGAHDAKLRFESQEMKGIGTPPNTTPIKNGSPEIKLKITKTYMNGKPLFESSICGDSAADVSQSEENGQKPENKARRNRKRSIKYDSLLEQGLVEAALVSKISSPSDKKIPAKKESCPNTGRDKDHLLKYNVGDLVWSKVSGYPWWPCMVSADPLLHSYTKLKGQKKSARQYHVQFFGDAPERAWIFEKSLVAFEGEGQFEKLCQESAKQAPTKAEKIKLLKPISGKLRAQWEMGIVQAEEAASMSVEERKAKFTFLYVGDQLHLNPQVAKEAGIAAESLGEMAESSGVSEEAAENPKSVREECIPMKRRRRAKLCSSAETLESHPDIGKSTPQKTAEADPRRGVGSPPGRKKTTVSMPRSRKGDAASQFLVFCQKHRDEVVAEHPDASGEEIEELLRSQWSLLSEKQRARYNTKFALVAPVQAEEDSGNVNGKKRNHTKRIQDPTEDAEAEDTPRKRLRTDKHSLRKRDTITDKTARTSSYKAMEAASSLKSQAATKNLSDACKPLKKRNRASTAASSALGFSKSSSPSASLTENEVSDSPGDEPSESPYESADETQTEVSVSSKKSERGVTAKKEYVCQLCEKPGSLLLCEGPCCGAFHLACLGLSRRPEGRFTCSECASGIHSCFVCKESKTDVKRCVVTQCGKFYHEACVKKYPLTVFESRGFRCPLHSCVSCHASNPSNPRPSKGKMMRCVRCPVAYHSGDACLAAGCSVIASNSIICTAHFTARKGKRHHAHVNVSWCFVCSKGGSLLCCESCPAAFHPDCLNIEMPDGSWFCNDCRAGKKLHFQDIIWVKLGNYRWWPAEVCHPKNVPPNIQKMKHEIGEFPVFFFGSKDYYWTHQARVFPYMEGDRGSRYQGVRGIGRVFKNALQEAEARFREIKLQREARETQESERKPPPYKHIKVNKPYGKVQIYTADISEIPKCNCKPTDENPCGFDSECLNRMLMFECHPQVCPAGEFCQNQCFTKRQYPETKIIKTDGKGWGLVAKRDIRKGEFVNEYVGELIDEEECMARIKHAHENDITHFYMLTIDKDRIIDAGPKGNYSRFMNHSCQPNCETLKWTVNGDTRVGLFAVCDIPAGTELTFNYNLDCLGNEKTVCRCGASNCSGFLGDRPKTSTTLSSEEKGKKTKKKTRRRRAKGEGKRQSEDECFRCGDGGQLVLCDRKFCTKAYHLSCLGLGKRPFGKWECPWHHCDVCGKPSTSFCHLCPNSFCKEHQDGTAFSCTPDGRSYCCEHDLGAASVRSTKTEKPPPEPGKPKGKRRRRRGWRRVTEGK
V-ATPase pH: regulators of yeast V-ATPase proton transport; response, % at 10 µM; S. cerevisiae, pHLuorin cytosolic pH fluorescence; 0.37% of 350,000 active; in the data active means response mostly above about 7.3%, no sharp cut-off; inactive means mostly below about 5.4%; further: actives read high; inactives centre near 0; some compounds called inactive have numbers as strong as hits; reference of the scale not given here
CAL PDZ FP-1: inhibitors of human CAL PDZ peptide binding | 0.02% of 330,000 active | purified CAL PDZ, TMR-peptide fluorescence polarization, 1 h | Q9HD26 | AID 504414 | inhibition, % at 20 µM;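 active means highest replicate inhibition of at least 40%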;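 further: plate controls were DMSO neutral control wells for no effect and unlabeled competitor peptide control wells for full effect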
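Assay system – tagged CAL PDZ protein CerCALP, purified · Timing – 1 h at RT · Compound – single point, 20 µM · Measured by – fluorescence polarization from S- and P-plane intensities, G-factor corrected · Evaluation – inhibition from polarization loss · Probe or stimulus – TMR reporter peptide T*-PRC34 · Buffer or medium – pH 7.4 phosphate-saline buffer, reducing agent, detergent, IgG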
RTF Ca sens inh: cardiac RTF calcium desensitization. 0.12% of 340,000 active. IANBD-labeled cardiac RTF, Ca2+ fluorescence. inhibition, % at 7.15 µM. P19429+P45379;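 active means inhibition above the mean inhibition of all tested compounds plus 3 SD, cut at about 17% in these data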;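 further: assay run at fixed EC70 calcium of 1.6 mM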
Keap1-Nrf2 PPI: inhibitors of human Keap1-Nrf2 protein-protein interaction; Q14145; Keap1 Kelch-Nrf2 peptide fluorescence polarization, 1536-well; inhibition, % at 9.4 µM; 0.15% of 340,000 active; in the data active means inhibition above about 12%;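 further: human Keap1 Kelch domain with fluorescein labeled Nrf2 9mer peptide probe; 0% = neutral control wells and 100% = peptide positive control; higher means more block of Keap1 binding to Nrf2 peptide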
DAGLB inh: blocks human DAGLB lipase activity; Q8NCG7; HEK293T DAGLB membrane lysate, EnzChek fluorogenic substrate; inhibition, % at 5.17 µM; 0.059% of 340,000 active; AID 504411; in the data active means inhibition above about 34%;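 further: 0% = enzyme with vehicle and 100% = wells lacking enzyme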
CAL PDZ FP-2: blocks peptide binding to the human CAL PDZ domain | Q9HD26 | purified CAL PDZ, TMR-peptide fluorescence polarization, 1 h | inhibition, % at 24.9 µM | 0.92% of 300,000 active | AID 602252;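 active means mean inhibition of at least 30% with at least half of replicates also reaching 30%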;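 further: 0% = DMSO neutral control and 100% = excess unlabeled competitor peptide PRC23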
LANA DNA inh: KSHV C-LANA DNA binding inhibition. MBP-C-LANA/FAM-LBS DNA binding, fluorescence polarization. inhibition, % at 9 µM. 0.078% of 340,000 active. AID 504423;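 active means highest replicate inhibition at or above 60% at 9 µM, even if other replicates fall short; inactive means all replicates below 60% inhibition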;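 further: 0% = neutral control wells and 100% = 4 µM acridine orange control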
Pemphigus Ab inh: inhibitors of pemphigus antibody binding to human desmoglein-3; DSG3-coupled beads, scFv-anti-DSG3-GFP binding, flow cytometry; active compounds read low; binding (percent of control), % at 10 µM; 0.48% of 310,000 active;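 active means binding more than 3 SD below its plate's average and above zero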;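 further: hits lower antibody fragment binding to DSG3; some compounds called inactive have numbers as strong as hits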
Arr AP2 block: blocks beta-arrestin peptide binding to AP2 adaptin; inhibition, % at 10 µM; 0.31% of 340,000 active; AID 504490; FITC-arrestin peptide / GST-AP2 beads, flow cytometry; AP2 beta2 appendage carries R879A mutation;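 active means inhibition above a set limit, near 3 SD of compounds lacking own fluorescence, cut at about 54% in these data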;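 further: plate controls were DMSO wells for no effect and 5 µM unlabelled arrestin peptide for full effect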
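test system = AP2 appendage R879A on GSH beads | buffer or medium = PBS plus Tween 20 (0.05%) and BSA (0.1%) | incubation = 12 min plus 1 h, RT | detection = bead flow cytometry, FITC channel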
Active calls of the source: *; / = not tested or not shown. Only part of the results is shown (hit frequency here may not be typical).

SMILES | NSD2 inh | V-ATPase pH | CAL PDZ FP-1 | RTF Ca sens inh | Keap1-Nrf2 PPI | DAGLB inh | CAL PDZ FP-2 | LANA DNA inh | Pemphigus Ab inh | Arr AP2 block
C/C(=N\N1CCN(C2c3ccccc3-c3ccccc32)CC1)c1ccco1 | / | -2 | -0.3 | 12 | -2 | -10 | -1 | 0.6 | 97 | 4
CC(OC(=O)CCC1CCCC1)C(=O)Nc1ccccc1[N+](=O)[O-] (configuration not stated) | 11 | 0 | -1.3 | -27 | 1 | -14 | -5 | 0.1 | 94 | -9
COc1cccc(CN(C)C(=O)c2ccc(NS(=O)(=O)c3ccc(F)cc3)cc2)c1OC | -3 | 0 | -1.6 | -2 | -4 | 2 | -14 | -1.7 | 108 | 9
COCCN1Cc2cccc(C(=O)Nc3cccc(OC)c3)c2C1=O | 1 | 3 | / | 1 | 3 | -1 | -4 | -1.1 | 90 | 32
O=c1[nH]c(CSc2nnnn2-c2ccccc2)nc2ccccc12 | -2 | -1 | -0.5 | -8 | -1 | -1 | 7 | -0.6 | 98 | -3
Cn1c(=O)c2sccc2n2c(CCCC(=O)N3CCN(c4ccccn4)CC3)nnc12 | 1 | 4 | -0.3 | -1 | -7 | 1 | -3 | -0.5 | / | 1
CCN(CC)C(=O)CC(c1ccc(N(C)C)cc1)c1c(OC)cc(OC)c2ccc(=O)oc12 (configuration not stated) | / | 1 | 1.7 | 1 | -4 | 4 | 3 | -3.5 | 101 | -8
CCCCCCNC(=O)Cc1nc2nc(C)cc(C)n2n1 | 1 | -3 | -0.1 | -5 | -2 | 1 | 17 | 1.8 | 106 | 5
Cc1ccc(CNC(=O)CCC(=O)Nc2nnc(C3CCCCC3)s2)cc1 | 1 | 1 | 0.4 | -2 | 0 | -1 | -3 | 0.4 | / | 9
O=C(c1ccccc1)c1ccc(N2CCOCC2)cc1 | 1 | 5 | 0.2 | 4 | -1 | -1 | -2 | 1.9 | 106 | -12
NNc1cccc(C=Cc2ccccc2)cc1=O | 0 | 0 | -0.2 | -9 | -4 | 11 | 1 | -1.0 | / | 6
CCOC(=O)c1c(NC(=O)CN2CCC(C)CC2)sc(C)c1C | -5 | 3 | 11 | -7 | 1 | -7 | 45* | 2.3 | 108 | -14
CCC(=O)Nc1ccc(Oc2ccc3c(c2)C(=O)N(c2ccc(O)cc2)C3=O)cc1 | -1 | 0 | 4.9 | -6 | -2 | 2 | 1 | -0.9 | 108 | 10
NC(=S)Nc1ccc(Oc2ccc(NC(N)=S)cc2)cc1 | 4 | -1 | -2.9 | -3 | -3 | 1 | -3 | 0.2 | 109 | 22
COc1cc(NC(=O)COC(=O)C=C(C)C)c(C)cc1[N+](=O)[O-] | 1 | -3 | 0.5 | -8 | -4 | -2 | 1 | -0.9 | 104 | 11
CCn1cc(C2C3=C(CC(C)(C)CC3=O)N(c3ccccc3)C3=C2C(=O)CC(C)(C)C3)c(C)n1 | 14 | -2 | 0.5 | -13 | -7 | 1 | 0 | -0.6 | / | 0
CCOc1ccc(N=C(NN)c2ccc3ccccc3n2)cc1 | 0 | -1 | -0.6 | -16 | -9 | 1 | -1 | -1.5 | 110 | -3
CN(c1ccccc1)S(=O)(=O)c1ccc2c(c1)OCCO2 | -3 | 2 | 0.4 | -4 | -1 | -7 | -2 | 0.9 | / | 6
CC(Sc1nc(N(C)C)nc(N2CCOCC2)n1)C(=O)Nc1ccccc1 (configuration not stated) | 1 | -3 | 0.2 | 3 | -3 | 0 | / | 0.1 | / | -11
N#Cc1ccsc1NC(=O)CCc1ccccc1 | -1 | 0 | -1.8 | -5 | 2 | -1 | -3 | 0.5 | 106 | -5
CCOC(=O)N1CCC(N(CCN(C)C)C(=S)Nc2ccccc2OC)CC1 | 1 | 0 | -3.6 | 7 | -3 | -2 | 0 | 1.8 | 103 | 3
COc1cccc(OC)c1C(=O)N1CCN(c2c(Cc3ccccc3)c(C)nc3ncnn23)CC1 | 8 | 3 | -0.9 | 1 | -2 | -1 | / | 2.1 | 106 | -5
O=CNC1CCCc2c1[nH]c1ccc(Cl)cc21 (configuration not stated) | 1 | -2 | -0.8 | -4 | -1 | 2 | -4 | 0.9 | 99 | -7
CC1CC(=Cc2ccc(N)cc2)C(=O)O1 (configuration not stated) | -2 | 0 | 0.4 | -1 | -5 | 0 | -3 | 0.7 | 95 | -9
CCCOc1ccc(/C=c2\sc3nc(-c4ccco4)nn3c2=O)cc1OCC | 2 | 1 | 1.6 | -9 | -6 | 0 | -2 | 3.8 | 103 | 10

One compound at a time (already shown). Order of screens: NSD2 inh	V-ATPase pH	CAL PDZ FP-1	RTF Ca sens inh	Keap1-Nrf2 PPI	DAGLB inh	CAL PDZ FP-2	LANA DNA inh	Pemphigus Ab inh	Arr AP2 block
`COc1cccc(OC)c1C(=O)N1CCN(c2c(Cc3ccccc3)c(C)nc3ncnn23)CC1` reads 8	3	-0.9	1	-2	-1	/	2.1	106	-5
`CCOC(=O)c1c(NC(=O)CN2CCC(C)CC2)sc(C)c1C` reads -5	3	11	-7	1	-7	45*	2.3	108	-14
`CCCOc1ccc(/C=c2\sc3nc(-c4ccco4)nn3c2=O)cc1OCC` reads 2	1	1.6	-9	-6	0	-2	3.8	103	10

Other structures
SMILES | NSD2 inh | V-ATPase pH | CAL PDZ FP-1 | RTF Ca sens inh | Keap1-Nrf2 PPI | DAGLB inh | CAL PDZ FP-2 | LANA DNA inh | Pemphigus Ab inh | Arr AP2 block
COc1cc(NC(=O)c2cccs2)ccc1NC(=O)c1cc2ccccc2o1 | -2 | 0 | 0.4 | 9 | -4 | 0 | / | 0.0 | 102 | -13
COc1ccc(C(=O)Nc2ccncc2)cc1OC | -1 | -1 | -2.0 | 1 | 2 | -1 | -3 | -0.8 | 100 | -3
CSc1nc(C)cc(OCCNS(=O)(=O)c2cc(C)ccc2C)n1 | 0 | -3 | / | -2 | -5 | 0 | -2 | -0.2 | 92 | 36
O=C(COC(=O)c1sc2ccccc2c1Cl)Nc1ncc(Cl)cc1Cl | -1 | -1 | -0.6 | -15 | -1 | 2 | -1 | -2.8 | 98 | -2
O=C(Nc1cccnc1)c1cnn2cccnc12 | -1 | -3 | -1.4 | 3 | 1 | 1 | 0 | -1.3 | 99 | 14
O=C(Nc1ccccn1)c1ccc(S(=O)(=O)c2ccc(Cl)cc2)cc1 | -1 | -2 | -1.3 | -1 | -3 | -4 | -4 | 8.3 | 102 | 28
CCOC(=O)CNc1c(-c2ccc(F)cc2)nc2cnccn12 | -4 | -2 | -0.7 | -18 | 4 | 2 | 0 | 4.1 | / | 5
O=C(/C=C/c1ccco1)Nc1ccc(-c2nc3ccccc3[nH]2)cc1 | 0 | -5 | -1.9 | -3 | -2 | 5 | -4 | -0.2 | 92 | 3
COc1ccccc1/C=C/C=N/NC(=O)c1ccccn1 | -2 | -3 | -1.4 | -1 | -1 | 0 | / | 0.0 | 92 | -19
CCOC(=O)C1(CCCc2ccccc2)CCN(Cc2cnc(C)s2)CC1 | 2 | 0 | -0.2 | -4 | 0 | -3 | -2 | 0.6 | 102 | 10
c1cn(CCCNC2=NCCCCC2)cn1 | / | -2 | / | -6 | 1 | -1 | -11 | -0.8 | / | 25
Cc1ccccc1OCC(=O)OC(C)CN1CCN(C)CC1 (configuration not stated) | 8 | 0 | -0.6 | -33 | -1 | 1 | -2 | -1.9 | / | -1
CCOc1ccc(NS(=O)(=O)c2cc3c4c(c2)CCN4C(=O)CC3)cc1 | -2 | 1 | 0.7 | -4 | 4 | 2 | 7 | 15 | 112 | -19
O=C(Nc1nccs1)C1CC(=O)N(c2ccc(Cl)cc2)C1 (configuration not stated) | -2 | 2 | -1.7 | -6 | -4 | 1 | -5 | -0.5 | 100 | 9
O=C(/C=C/c1ccc(Cl)c([N+](=O)[O-])c1)Nc1ccc(NC(=O)c2ccco2)cc1 | -1 | -17 | 0.5 | 2 | 1 | 1 | 2 | -1.0 | 95 | 8
CCOc1ccc(NS(=O)(=O)c2ccc3c(c2)N(C(C)=O)CC3)cc1 | -1 | 3 | -0.1 | 4 | -1 | 1 | / | 0.2 | 99 | 3
Clc1c(-c2nnc3n2CCCCC3)sc2ccccc12 | -3 | -2 | / | 4 | -4 | 0 | -1 | 2.5 | 97 | 5
O=C(NCCc1ccccc1)NC(Cc1ccccc1)C(=O)O (configuration not stated) | 2 | 2 | / | -2 | 1 | 0 | -1 | 1.2 | 112 | 40
COc1ccccc1OCCNC(=O)c1cccc(S(=O)(=O)N2CCN(Cc3ccccc3)CC2)c1 | 1 | -3 | 0.3 | -2 | -6 | -3 | -9 | -1.3 | 103 | 4
Cc1ccc(Oc2nc3c(C)cccn3c(=O)c2/C=C(\C#N)C(N)=O)cc1 | -1 | 1 | -1.5 | -5 | -5 | 2 | / | -1.5 | 107 | -6
CN(C)S(=O)(=O)c1ccc(NC(=O)N2CCN(c3cccc(C(F)(F)F)c3)CC2)cc1 | / | -2 | 0.7 | 4 | -2 | -2 | -4 | -1.8 | / | 19
O=C1NC(=O)C(c2ccccc2[N+](=O)[O-])=C1Nc1ccc(O)c(Cl)c1 | / | 3 | 0.2 | -10 | 1 | 8 | -3 | 4.3 | 96 | 19
O=S(=O)(NCCS(=O)(=O)N1CCN(c2ccc(F)cc2)CC1)c1ccccc1 | -9 | 1 | / | / | / | -2 | / | / | 98 | /
COc1ccc(NS(=O)(=O)c2cc(Br)cc3c2N(C(C)=O)CC3)cc1 | 1 | 4 | -4.8 | -3 | -4 | 0 | -3 | -1.9 | 107 | 10
CC(=O)Nc1ccc2c(COC(=O)CC3Sc4ccccc4NC3=O)cc(=O)oc2c1 (configuration not stated) | 5 | 2 | -1.2 | -4 | -4 | 1 | -11 | 2.3 | 99 | -6

Other structures
SMILES | NSD2 inh | V-ATPase pH | CAL PDZ FP-1 | RTF Ca sens inh | Keap1-Nrf2 PPI | DAGLB inh | CAL PDZ FP-2 | LANA DNA inh | Pemphigus Ab inh | Arr AP2 block
CN1CCN(C(=O)c2ccc3c(c2)N(Cc2ccccc2F)C(=O)c2ccccc2S3=O)CC1 (configuration not stated) | / | 1 | -0.8 | 1 | -6 | 1 | / | 0.7 | 102 | 2
CC(C)(C)CC(C)(C)c1ccc(OCCOCC[N+](C)(C)Cc2ccccc2)cc1 | / | 2 | -0.9 | -9 | 1 | 6 | 2 | -1.6 | 145 | 1
COc1ccc(Cl)cc1NC(=S)NN1CCOCC1 | -1 | -2 | -1.3 | -11 | -1 | 0 | / | -1.1 | 111 | 2
CCCc1cc(=O)n2[nH]c(NCc3cccs3)nc2n1 | -1 | 4 | -0.5 | 5 | 1 | 3 | 6 | 0.8 | 102 | -3
O=C(NCc1ccc(F)cc1)C1C2C=CC3(CN(Cc4cccnc4)C(=O)C13)O2 (configuration not stated) | -11 | 4 | 1.0 | -6 | -9 | 2 | / | 1.3 | 102 | 0
Nc1cnn(Cc2ccccc2F)c1 | / | 2 | 0.8 | -1 | -6 | 2 | -3 | -0.6 | 101 | -6
N#Cc1ccsc1NC(=O)CCN1C(=O)C2CCCCC2C1=O (configuration not stated) | 0 | 2 | 0.0 | 5 | 2 | 1 | / | -1.1 | 103 | -5
